Screening data as filed in PubChem BioAssay.
SSB-PriA inh: inhibitors of Klebsiella pneumoniae PriA binding to SSB C-terminal tail, primary screen, biochemical, AlphaScreen; PriA–SSB C-terminal tail interaction (Klebsiella pneumoniae); AlphaScreen SSBct-PriA binding, biotinylated peptide; inhibition, % at 33 µM; 0.6% of 430,000 active; in the data active means inhibition mostly above about 37%, no sharp cut-off; inactive means mostly below about 20%;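 further: plate controls were negative control peptide for no effect and reference peptide for full effect; strong numbers were not always called active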
PfHsp40 yeast: rescue of yeast from PfHsp40 toxicity, primary screen, S. cerevisiae, ATP luminescence; S. cerevisiae expressing PfHsp40, growth rescue; 0.68% of 340,000 active; growth rescue, % at 12.5 µM; in the data active means growth rescue above about 28%, passing the limit was not always enough; inconclusive means no clear call, values can overlap the other calls;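 further: yeast W303a lacking pdr1 and pdr3 grown in galactose medium; growth measured after three days at 30 °C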
BH1578 lux ind: inducers of Vibrio cholerae quorum light production without autoinducers, primary screen, BH1578 luxS cqsA deficient, single point. activation, % at 18.7 µM. V. cholerae BH1578 lux reporter, luminescence, 6 h. 0.16% of 350,000 active; in the data active means activation mostly above about 9.7%, no sharp cut-off; inconclusive means no clear call, values can overlap the other calls; inactive means mostly below about 3.7%; further: not every result past the cut was called active; inactives centre near 0; reference of the scale not given here
CCHF vOTU inh: CCHFV vOTU protease inhibitors, primary screen, biochemical, Pep-AMC substrate, fluorescence. Crimean-Congo hemorrhagic fever virus L polyprotein viral ovarian tumor (vOTU) protease …. inhibition, % at 11.5 µM. 0.55% of 370,000 active. AID 651958, 2012; in the data active means inhibition above about 30%; further: 0% = vehicle wells with enzyme and 100% = no enzyme wells
Yp Topo-I inh: Yersinia pestis topoisomerase I inhibitors, primary screen, biochemical, cleavage product accumulation, plate reader, single point; DNA topoisomerase I (Yersinia pestis CO92); Y. pestis Topo-I cleavage product accumulation; activity, % at 10 µM; 0.064% of 360,000 active; AID 504884, 2011; in the data active means activity above about 50%, passing the limit was not always enough; inconclusive means no clear call, values can overlap the other calls; further: inactives centre near 2
SARS 3CLpro inh: SARS-CoV 3CLpro protease inhibitors, primary screen, biochemical, quenched FRET; Replicase polyprotein 1ab (Severe acute respiratory syndrome coronavirus), P0C6X7; recombinant SARS-CoV 3CLpro, quenched FRET peptide cleavage; inhibition, % at 6 µM; 0.14% of 290,000 active; AID 1706, 2009; in the data active means inhibition above about 12%
DUSP3 inh: VHR1 phosphatase inhibitors, primary screen, biochemical, absorbance, uHTS | 0.52% of 290,000 active | inhibition, % at 13.3 µM | recombinant VHR phosphatase, pNPP absorbance; in the data active means inhibition above about 50%; further: some compounds called inactive have numbers as strong as hits
Target sequence (P51452 whole entry, looked up): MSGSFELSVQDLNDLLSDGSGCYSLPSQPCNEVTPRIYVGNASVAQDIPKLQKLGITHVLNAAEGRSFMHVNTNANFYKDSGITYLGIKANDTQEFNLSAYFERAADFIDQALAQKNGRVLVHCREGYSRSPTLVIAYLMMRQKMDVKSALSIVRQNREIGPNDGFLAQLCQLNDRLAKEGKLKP
TcdB GH inh: TcdB glycohydrolase inhibitors, primary screen, biochemical, single point, plate reader; TcdB glycohydrolase enzymatic assay; inhibition, % at 9.99 µM; 0.24% of 350,000 active; AID 652162, 2013; in the data active means inhibition above about 10%
BoNT-A LC inh2: BoNT/A light chain protease inhibitors, primary screen, biochemical, flow cytometry, MLPCN library. inhibition, % at 10 µM. multiplex microsphere protease substrate cleavage. AID 588499, 2011. Botulinum neurotoxin type A light chain protease (Clostridium botulinum A str. ATCC 3502). 0.17% of 360,000 active; further: plate controls were buffer without enzyme for full effect and enzyme alone for no effect
Anthrax LF inh2: Bacillus anthracis LF protease inhibitors, primary screen, biochemical, multiplex microsphere, MLPCN library; Lethal factor (Bacillus anthracis), P15917; multiplex microsphere protease cleavage assay; inhibition, % at 10 µM; 0.12% of 360,000 active; AID 588501, 2011; further: plate controls were buffer without enzyme for full effect and enzyme alone for no effect
Target sequence (P15917 whole entry, looked up): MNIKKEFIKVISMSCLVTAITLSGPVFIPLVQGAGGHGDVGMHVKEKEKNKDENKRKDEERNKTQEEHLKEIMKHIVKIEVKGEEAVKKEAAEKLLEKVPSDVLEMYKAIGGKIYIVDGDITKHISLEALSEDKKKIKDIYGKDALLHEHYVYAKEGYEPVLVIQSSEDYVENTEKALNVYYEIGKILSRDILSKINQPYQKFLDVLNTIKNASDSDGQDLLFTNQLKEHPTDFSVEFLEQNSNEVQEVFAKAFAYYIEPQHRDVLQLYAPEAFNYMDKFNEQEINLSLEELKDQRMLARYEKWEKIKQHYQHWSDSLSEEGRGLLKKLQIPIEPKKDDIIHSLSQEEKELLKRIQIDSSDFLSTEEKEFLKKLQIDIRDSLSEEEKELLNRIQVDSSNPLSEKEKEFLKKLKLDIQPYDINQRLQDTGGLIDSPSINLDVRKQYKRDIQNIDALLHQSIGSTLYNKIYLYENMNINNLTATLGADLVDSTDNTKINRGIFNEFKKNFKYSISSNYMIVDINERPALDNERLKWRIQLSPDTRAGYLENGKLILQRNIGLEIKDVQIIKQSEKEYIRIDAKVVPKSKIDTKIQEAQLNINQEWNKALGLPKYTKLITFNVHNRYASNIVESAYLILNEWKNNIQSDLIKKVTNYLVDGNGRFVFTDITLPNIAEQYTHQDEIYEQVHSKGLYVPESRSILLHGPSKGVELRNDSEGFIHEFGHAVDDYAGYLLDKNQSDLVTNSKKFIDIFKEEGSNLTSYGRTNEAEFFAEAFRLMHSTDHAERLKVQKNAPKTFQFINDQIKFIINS
Numbers without * were called inactive; i = inactive; ? = inconclusive; . = not tested or not shown; & = joins results of further samples. Unless noted, no stated cut-off is given here; in the data, active means inhibition above about 30%; inconclusive means no clear call, values can overlap the other calls; inactive means below that. Some of the compounds tested; the hit share may differ from the screen's.

SMILES | SSB-PriA inh | PfHsp40 yeast | BH1578 lux ind | CCHF vOTU inh | Yp Topo-I inh | SARS 3CLpro inh | DUSP3 inh | TcdB GH inh | BoNT-A LC inh2 | Anthrax LF inh2
O=S(=O)(CCn1cccc1)CCn1cccc1 | -13 | 1.5 | -0.2 | 11 | -7 | 0 | -18 | . | 1.0 | 1
Cn1c(CN2CCN(CC#N)CC2)c(C#N)c2ccccc21 | 1 | -0.2 | -8.3 | -1 | 5 | 1 | 12 | . | 0.3 | 2
O=C(Cn1nnc2ccccc21)OCC(=O)c1ccc(Cl)cc1 | . | . | . | 3 | . | 2 | -8 | -0.1 | . | .
CCOc1cc(/C=N/N=C2/NC(=O)C(CC(=O)O)S2)ccc1OCc1ccccc1Cl (stereo unspecified) | . | -0.6 | -0.2 | 17 | 7 | 8 | -9 | . | 0.0 | -1
Cc1ccc(S(=O)(=O)/N=C2/NC(=O)/C(=C\c3ccco3)S2)cc1 | . | 2.3 | i | -3 | -2 | 7 | 3 | . | -0.2 | -5
CCCC(=O)Nc1ccccc1NC(=O)C1CCCCC1 | -6 | 0.0 | i | -1 | -10 | 2 | 0 | . | 1.1 | 2
COc1cc(/C=N/n2cnnc2)ccc1OC(=O)N(C)C | . | -1.5 | i | -9 | -3 | 1 | 10 | 0.4 | 1.6 | 3
CC(=O)Nc1cccc(NC(=O)c2cccc(OCc3ccccc3)c2)c1 | -18 | 0.2 | i | 7 | 4 | 4 | 28 | 0.8 | -1.1 | -18
Cc1ccc(NC(=O)N2CCCCCC2)cc1C | -13 | -0.9 | 0.7 | -2 | 5 | 2 | 0 | 1.0 | . | .
Cc1ccc2c(c1)c1nnc(SCC(=O)N3CCCc4ccccc43)nc1n2CC(=O)O | 1 | 2.9 | -1.2 | -10 | 11 | 4 | 34 | 0.6 | -0.1 | -1
CCOC(=O)CCc1c(C)c(C#N)c2nc3ccccc3n2c1-n1ccnc1 | -12 | 0.1 | i | -10 | -5 | -7 | 1 | . | -0.3 | -6
CCN(CC)CCCNC(=O)c1ccc2c(=O)n(Cc3ccc4c(c3)OCO4)c(=S)[nH]c2c1 | 8 | 0.6 | -0.2 | 9 | -21 | -1 | 30 | -0.1 | -0.1 | 0
COc1ccc(-c2nc3c4ccccc4ccn3c2Cc2cccc(F)c2)cc1OC | . | . | . | 3 | . | . | . | 1.0 | 0.2 | -1
O=C(CS(=O)(=O)c1ccc2ccccc2c1)Nc1ccccc1Cl | -3 | -1.6 | i | 4 | -3 | -2 | 24 | 1.2 | -0.9 | 0
O=c1cc(CN2CCc3ccccc32)nc2sccn12 | 2 | -0.7 | i | 10 | 1 | 5 | 3 | . | -3.2 | -10
Cc1ccc(S(=O)(=O)Oc2ccc(/C=N/N=C3/NC(=O)C(CC(=O)O)S3)cc2)cc1 (stereo unspecified) | . | -1.2 | 0.2 | 10 | 5 | . | 20 | 0.5 | -0.6 | -2
O=C1N2CN(C(c3ccccc3)c3ccccc3)CN=C2SC1(CO)CO | 6 | 0.7 | i | -5 | 6 | -6 | -4 | . | -1.8 | -9
COc1cccc(NC(=O)CCNC(=O)C2CCN(S(=O)(=O)c3ccc(F)cc3)CC2)c1 | -8 | -0.3 | -0.3 | 9 | -3 | -2 | -4 | 0.8 | -0.7 | -1
Cc1cc(Nc2ccccc2)nc(N)n1 | -5 | 0.9 | -0.5 | . | 5 | -2 | -11 | 0.8 | -0.3 | 0
Cc1cccc(NC(=S)NC(=O)c2cc(-c3ccccc3)nc3ccccc23)c1 | -4 | 1.4 | i | 8 | 7 | 2 | 14 | . | -0.3 | 0
COc1ccc(CCN(Cc2cccs2)S(=O)(=O)c2ccc(-n3cnnn3)cc2)cc1OC | -3 | 1.5 | . | 10 | 32 | 1 | . | . | 0.5 | -3
Cc1c(NC(=S)N/C(=N/S(=O)(=O)c2ccc(Cl)cc2)c2ccccc2)c(=O)n(-c2ccccc2)n1C | . | -0.1 | -0.4 | 19 | 4 | -2 | -7 | 0.2 | -0.4 | -4
Cc1cccc(Cc2c(C)nc3c(C(=O)NCc4ccco4)cnn3c2C)c1 | -10 | 12 | -0.7 | -13 | -3 | -1 | 7 | . | 0.7 | -5
CCNC(=O)c1ccc(=O)n(Cc2ccc(Cl)cc2Cl)c1 | -12 | -2.4 | -0.6 | -5 | -1 | . | . | 1.5 | -1.2 | -8
COc1ccc(OC)c(NC(=O)CC2SC(=Nc3ccc(F)cc3)N(CCC3=CCCCC3)C2=O)c1 (stereo unspecified) | 3 | 1.9 | 3.4 | 17 | -2 | -3 | 13 | . | -0.3 | 0
CCN(C(=O)COC(=O)CCc1ccccc1OC)c1c(N)n(Cc2ccccc2)c(=O)[nH]c1=O | -9 | -0.2 | -0.8 | -7 | -10 | . | . | 2.2 | -0.6 | -1
CC(C)NC(=O)N(C)C[C@H]1Oc2c(NC(=O)Nc3ccccc3)cccc2C(=O)N([C@H](C)CO)C[C@@H]1C | -12 | 0.2 | 7.1 | -4 | 6 | . | . | -9.3&2.2 | -0.2 | -2
CCSc1nc2sc3c(c2c(=O)[nH]1)CC(C)(C)OC3 | -3 | -0.9 | -0.4 | 2 | 5 | -4 | 29 | 0.7 | -2.6 | -6
CCOC(=O)NC(NCCc1ccccc1)(C(F)(F)F)C(F)(F)F | 2 | -0.2 | -1.4 | -4 | -4 | -5 | 0 | . | -2.0 | -4
CN1CCSc2ccc(C(=O)NCc3ccccc3F)cc21 | 13 | -1.8 | -0.2 | -77 | 3 | -7 | 29 | -0.2 | -0.4 | -6
CCCCn1c(N)c(N(CC(C)C)C(=O)CCS(=O)(=O)c2ccc(C)cc2)c(=O)[nH]c1=O | 8 | -0.9 | i | -15 | -1 | . | . | 0.4 | 2.9 | 6
CCN(CC(=O)Nc1ccccc1C(F)(F)F)C(=O)Cc1sc(C)nc1-c1ccc(F)cc1 | -17 | . | i | -2 | -6 | . | . | 2.8 | ? | ?
CCc1nnc(NC(=O)CN2CCN(S(C)(=O)=O)CC2)s1 | -7 | -1.0 | -4.5 | -4 | 4 | -2 | -2 | 0.2 | 1.4 | -3
Fc1ccc(-c2nnc(-c3ccc(Cl)cc3)o2)cc1 | 1 | 0.7 | 1.0 | -9 | -8 | -3 | 7 | . | -0.5 | 2
O=C(Cn1cnc2c(NCc3ccccc3)ncnc21)NCc1ccc2[nH]ccc2c1 | -3 | 0.9 | i | 11 | 0 | . | . | 1.3 | -0.5 | -3
COC(=O)C1=C(c2ccc(-c3ccccc3)c(F)c2)C[C@@H]2CC[C@H]1N2C(=O)NCCOc1ccc(OC)cc1 | -3 | 8.4 | -5.9 | 29 | 28 | . | . | -3.2 | 0.1 | -2
Nc1c(C(=O)NCc2ccc3c(c2)OCO3)nnn1Cc1cccc(F)c1 | 7 | -1.4 | -0.5 | 10 | 8 | 3 | 8 | 0.1 | -0.7 | -2
COc1ccc(CC(=O)NN2C(=O)c3ccccc3C2=O)cc1 | -6 | 1.2 | i | 2 | 4 | -5 | -4 | . | 0.9 | 3
O=C(Cc1csc(-c2ccccc2)n1)NCc1ccccc1F | . | . | . | -2 | . | -4 | 0 | 0.2 | . | .
CC(C)C[C@H](NC(=O)C1CC(=O)N(c2ccc(F)cc2)C1)C(=O)N1CCCCC1 (stereo partly specified) | 2 | -0.2 | i | 11 | -1 | -6 | 7 | -0.4 | 0.0 | 2
O=C(c1ccco1)N1CCN(S(=O)(=O)Cc2ccccc2Cl)CC1 | -25 | 3.2 | i | 1 | 8 | -2 | 1 | -2.0 | -0.4 | -8
COc1ccc(NC(=O)c2cc(-c3cccs3)on2)c(OC)c1 | 4 | 0.4 | -0.4 | -2 | 4 | -1 | 20 | 0.2 | -0.4 | 4
O=[N+]([O-])c1cccc(COc2ccc(CN3CCCC3)cc2)c1 | -3 | 2.4 | i | 23 | -1 | . | . | -3.4 | -0.2 | -2
CCCn1c(=O)c2c(nc3n2CCCN3CCc2ccc(OC)c(OC)c2)n(C)c1=O | 0 | 1.4 | -1.4 | -11 | 6 | -2 | 17 | 1.4 | 0.2 | 14
O=C(NCc1ccccn1)c1ccccc1OCc1ccccc1Cl | . | . | i | 6 | 23 | . | . | 2.0 | 0.5 | -1
O=C(CCNS(=O)(=O)c1cccc2nonc12)NCc1cccs1 | -11&-25 | -0.8 | -0.3 | -14 | -9 | 2 | -4 | . | -2.6 | -10
CCCCCN1C=CC(=C2C(=O)c3ccccc3C2=O)C=C1 | 2 | -0.4 | 1.5 | 11 | 7 | 0 | 30 | -0.4 | 3.0 | 4
COC(=O)c1c(-c2ccc(C)cc2)csc1NC(=O)c1c(-c2ccccc2)noc1C | . | . | . | -5 | . | 5 | 3 | -1.0 | . | .
COC(=O)c1ccc(C(=O)NN)cc1 | -6 | 0.8 | i | 4 | -1 | 7 | 24 | -4.1 | -1.9 | 3
O=S(=O)(CCc1nc2ccccc2o1)c1ccc2ccccc2c1 | -14 | 1.4 | i | 24 | 17 | 2 | 10 | . | 0.7 | -5
Cc1ccccc1OCC(=O)OCC(=O)N1CCc2ccccc21 | -12 | 0.6 | 5.0 | -4 | 7 | . | . | -2.9 | -7.6 | -5
Cn1c(=O)c2c(SCC(=O)NCC3CCCO3)nc(CC(C)(C)C)nc2n(C)c1=O (stereo unspecified) | 1&-22 | -1.1 | i | 0 | 15 | -1 | 4 | -2.3 | -0.2 | -5
O=C(Nc1cccc(S(=O)(=O)N2CCOCC2)c1)[C@@H]1CCCN1S(=O)(=O)c1ccc(Cl)cc1 | -5 | -0.2 | -0.4 | -2 | 17 | 0 | 2 | . | -0.3 | -3
CCCCCC(=O)Nc1cc(S(=O)(=O)N2CCOCC2)ccc1Oc1ccc(OCC)cc1 | -16 | 0.1 | i | -10 | 36 | . | . | 1.3 | 2.6 | 0
O=C(CSc1nnnn1-c1cccc(C(=O)O)c1)NC(c1ccccc1)c1ccccc1 | 2 | -0.5 | 0.6 | 14 | -12 | -2 | 21 | 0.2 | -0.4 | 5
CC(NC(=O)c1cc(COc2c(F)cccc2F)on1)c1cnn(-c2ccccc2)c1 (stereo unspecified) | -7 | 1.1 | -0.3 | 5 | 39 | -1 | 21 | 0.0 | -1.2 | -1

One compound at a time, from the list above:
Results for COc1ccc(-c2nc3c4ccccc4ccn3c2Cc2cccc(F)c2)cc1OC : SSB-PriA inh: .; PfHsp40 yeast: .; BH1578 lux ind: .; CCHF vOTU inh: 3; Yp Topo-I inh: .; SARS 3CLpro inh: .; DUSP3 inh: .; TcdB GH inh: 1.0; BoNT-A LC inh2: 0.2; Anthrax LF inh2: -1
Results for CN1CCSc2ccc(C(=O)NCc3ccccc3F)cc21 : SSB-PriA inh: 13; PfHsp40 yeast: -1.8; BH1578 lux ind: -0.2; CCHF vOTU inh: -77; Yp Topo-I inh: 3; SARS 3CLpro inh: -7; DUSP3 inh: 29; TcdB GH inh: -0.2; BoNT-A LC inh2: -0.4; Anthrax LF inh2: -6
